From PubChem BioAssay
PglD DTNB: C. jejuni PglD acetyltransferase inhibitors, primary screen, biochemical, DTNB colorimetric, single point; UDP-N-acetylbacillosamine N-acetyltransferase PglD (Campylobacter jejuni); purified PglD enzyme, DTNB colorimetric CoA detection; inhibition, % at 12.5 µM; 360,000 compounds, 0.098% hits; AID 602405, 2012; in the data active = inhibition above about 16%, passing the limit was not always enough; also: strong numbers were not always called active
F508del corr: F508del CFTR correction, initial screen, CFBE line, single point; 350,000 compounds, 0.36% hits; CFBE cells, YFP halide quenching; stimulated with forskolin plus potentiator P3; % fluorescence drop versus neutral controls; activity (quench increase), % at 7.58 µM;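 active = mean added fluorescence quench of at least 8% versus neutral control, with both replicates also reaching 8%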;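 also: cells transiently co-express mutant CFTR-F508del with the halide-sensitive YFP; corrector assay measuring rescue of mutant channel to the surface after 24 h compound exposure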
Cneo AK release: Cryptococcus neoformans cell lysis inducers, primary screen, AK release luminescence, single concentration; 360,000 compounds, 0.2% hits; lysis activity, % at 15 µM; AID 651654, 2012; C. neoformans lysis, adenylate kinase release luminescence, 4 h; normalised: neutral wells 0, clomiphene wells 100;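 active = mean lysis activity across replicates of at least 80%, whatever share of replicates individually reach that level; inactive = mean lysis activity below 80%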
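Material: C. neoformans cells; Schedule: 4 h static compound exposure, 37 °C, read 1 h post-reagent; Measured by: adenylate kinase release luminescence; Read-out: signal increase indicating cell lysis; Controls: Clomiphene as positive lysis control.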
PGC1a acetyl inh: inhibitors of PGC1a acetylation signal, primary screen, cell-based, U2OS, AlphaScreen, inhibitor mode. AlphaScreen anti-acetyl-lysine; with virally co-expressed GCN5 acetyltransferase. inhibition, % at 15.6 µM. 350,000 compounds, 0.17% hits. AID 651687, 2012;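 active = every replicate shows inhibition of at least 40%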;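 also: 0% = neutral control wells and 100% = positive control wells; some results beyond the cut were filed as inactive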
FN deposit inh: inhibitors of fibronectin matrix deposition, primary screen, AH1F cells, Alexa488-fibronectin fluorescence, plate reader; 350,000 compounds, 0.086% hits; AH1F fibroblasts, overnight; inhibition, % at 12.6 µM;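 active = mean inhibition across replicates of 30% or more, regardless of how many single replicates reach that level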;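 also: positive control wells lacked labelled fibronectin entirely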
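Schedule: 1 h cell adhesion before compound, then overnight fibronectin incubation; test system: AH1F fibroblast monolayer depositing Alexa488-labelled fibronectin into matrix; quantity: 10000 AH1F cells per well; probe or stimulus: fluorescent fibronectin at 24 nM final; signal: fluorescence, ex 485 nm, em 525 nm; evaluation: percent inhibition as loss of matrix-bound fibronectin fluorescence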
INS-1E GSIS act: GLuc luminescence reporter in INS-1E cells, primary screen for activators of glucose-dependent secretion of insulin; AID 743287, 2014; activation, % at 16.6 µM; 370,000 compounds, 0.61% hits; INS-1E GLuc reporter insulin secretion, 2-3 h;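 active = lowest replicate activation of at least 40%, so every replicate reaches that level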;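 also: 0% = median of neutral control wells and 100% = median of IBMX positive control wells; some compounds called inactive have numbers as strong as hits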
Statin myotox sup: suppressors of statin myotoxicity in C2C12 myotubes, primary screen, cell-based, single point, plate reader | rescue of ATP level, % at 7.49 µM | 330,000 compounds, 0.78% hits | C2C12 myotubes + simvastatin, ATP luminescence, 48 h; scaled: DMSO 0, geranylgeraniol control 100 | AID 602340, 2012;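 active = mean ATP rescue above about 67%, or every replicate alone reaching that limit, limit read from the data, passing the limit was not always enough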;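 also: myotubes were challenged with 10 µM simvastatin during compound exposure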
miR-122 sensor: miR-122 Renilla sensor signal increase in Huh7, primary screen, miR-122 inhibitor project, cell-based, single point, plate reader | Huh7 miR-122 Renilla luciferase sensor, 48 h; neutral wells = 0, positive control = 100 | activation (reporter increase), % at 12.5 µM | 340,000 compounds, 0.3% hits | AID 602342, 2012;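 active = mean replicate activation score at least 90 and every replicate individually at or above 90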;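 also: higher luciferase means less miR-122 activity so hits act as miR-122 inhibitors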
Active calls of the source: *; . = not tested or not shown; [ ] = remark or other dose.

SMILES	PglD DTNB	F508del corr	Cneo AK release	PGC1a acetyl inh	FN deposit inh	INS-1E GSIS act	Statin myotox sup	miR-122 sensor
Cc1ccc2c(c1C)-c1c(ccc(C)c1C)C(=O)C2=O	.	-0.6	.	37	9	-8	.	22
N#CCCn1nnc2ccccc21	.	.	.	9	.	7	-1	-3
Cn1c(CC(=O)Nc2ccc(F)cc2)nnc1SCC(=O)Nc1nncs1	4	-5.9	1	-2	6	16	2	-2
CN1CCN(C(=O)/C(=C/c2cccc([N+](=O)[O-])c2)NC(=O)c2ccccc2)CC1	-3	-0.4	-2	.	4	-5	-1	.
Clc1cccc(OCCCCN2CCCCC2)c1	-4	-2.0	5	6	5	24	-2	0
NC(=O)c1c(NC(=O)CCCn2cnc([N+](=O)[O-])n2)sc2c1CCCC2	1	1.4	-2	-6	-3	-19	13	2
Cc1ccc(N2C(=O)N3[C@@H]4c5ccccc5OC[C@@H]4[C@@H](c4ccccc4)[C@@]3(C)C2=O)cc1	0	0.1	2	-10	12	18	14	2
O=C(O)c1ccc2c(c1)C(=O)N(c1ccc(Cl)cn1)C2=O	-1	-1.6	2	7	-4	12	.	-4
CC(C)(C)C(=O)Cn1c(=N)n(Cc2ccccc2Cl)c2ccccc21	-5	.	0	-13	3	.	11	-3
CCOc1ccc(S(=O)(=O)N2CCN(C(=S)NCc3ccco3)CC2)cc1	-1	.	1	-1	-5	-12	.	-9
O=C(C1CCN(S(=O)(=O)c2cccc3cccnc23)CC1)N1CCN(c2ccccc2)CC1	-3	0.4	1	3	-9	1	-4	-1
COc1ccc2oc(C(=O)OCC(=O)NCc3ccc(OC)c(OC)c3)c(C)c2c1	-2	-2.2	.	-2	0	7	8	1
CCOCCCNc1nc2c(-c3ccccc3)nnn2c2ccccc12	7	0.8	2	-1	3	9	88*	0
O=C(COC(=O)c1c(F)cccc1F)NCCNC(=O)COC(=O)c1c(F)cccc1F	-4	-0.5	0	5	-3	.	1	-3
CCc1ccccc1NC(=O)COC(=O)c1c(C)nsc1NC	3	0.3	3	-7	-4	-8	0	.
Cc1ccc2c(c1)cc(C(=O)N[C@@H](Cc1ccccc1)C(=O)O)n2C	-7	1.8	-1	9	6	-5	9	7
COc1ccc(-n2nnnc2CNC(=O)c2ccc(S(=O)(=O)N3CCOCC3)cc2)cc1	5	3.0	1	4	2	0	4	.
CCN(CCn1cccn1)C(=O)C1CCC(=O)N(CC2CCCCC2)C1 (stereo not given)	1	-3.9	3	14	-10	8	2	-8
CC(=O)C(=Cc1ccc(C(=O)O)cc1)C(C)=O	.	-1.1	.	-4	11	7	.	.
CCNC(=O)C[C@@H]1CC[C@@H]2[C@@H](COc3ccc(NC(=O)c4cccc(C(F)(F)F)c4)cc3C(=O)N2C)O1	-1	0.3	-1	11	1	7	18	3[16.7 µM]
CC(C)Cc1csc(NC(=O)C(C)C)c1C(=O)O	6	-0.9	0	-5	2	5	-2	-11
CCCNC(=O)Nc1ccc2c(c1)C(=O)N(C)C[C@H](OC)[C@H](C)CN(C(=O)C1CCOCC1)[C@H](C)CO2	11	2.8	-2	8	17	-5	5	.
COc1cccc(/C=C2\CCCCC2=O)c1	2	-0.4	-7	5	5	5	3	-1
COC(=O)COc1ccc2cc(-c3ccc(OC)cc3)c(=O)oc2c1	1	0.8	-1	3	-2	14	3	6
COc1cc(C(=O)NC2=NCCS2)cc(OC)c1OC	-2	.	-1	5	.	-1	.	19

Given with values under each structure: part of the list above
Each structure is followed by: PglD DTNB	F508del corr	Cneo AK release	PGC1a acetyl inh	FN deposit inh	INS-1E GSIS act	Statin myotox sup	miR-122 sensor
- O=C(COC(=O)c1c(F)cccc1F)NCCNC(=O)COC(=O)c1c(F)cccc1F
    -4	-0.5	0	5	-3	.	1	-3
- COC(=O)COc1ccc2cc(-c3ccc(OC)cc3)c(=O)oc2c1
    1	0.8	-1	3	-2	14	3	6
- CN1CCN(C(=O)/C(=C/c2cccc([N+](=O)[O-])c2)NC(=O)c2ccccc2)CC1
    -3	-0.4	-2	.	4	-5	-1	.
- O=C(O)c1ccc2c(c1)C(=O)N(c1ccc(Cl)cn1)C2=O
    -1	-1.6	2	7	-4	12	.	-4

(continued)
SMILES	PglD DTNB	F508del corr	Cneo AK release	PGC1a acetyl inh	FN deposit inh	INS-1E GSIS act	Statin myotox sup	miR-122 sensor
COc1ccc(OCCN2CCCC2)cc1Nc1nnc(Cl)c(Nc2ccccc2S(C)(=O)=O)n1	-3	.	-3	.	.	.	10	-10
CCc1ccccc1NC(=O)N1C2CCCC1CC(NC(C)=O)C2 (stereo not given)	2	.	-2	-1	.	.	6	4
CCOC(=O)C1CCCN(S(=O)(=O)c2ccc(-c3cc(C)no3)s2)C1 (stereo not given)	6	1.2	4	-17	-1	-20	-12	3
Cc1nc2c(C)cccn2c1/C(O)=C1\C(=O)C(=O)N(CCN(C)C)C1c1ccncc1 (stereo not given)	0	-2.7	0	-3	.	18	6	1
COc1ccc(-c2ccc(C(=O)Nc3ccccc3)c3occc23)c(C)c1	5	-1.4	-2	6	-2	-1	-33	2
CC(=O)N1CCc2c(sc(NC(=O)CS(=O)(=O)c3ccc(F)cc3)c2C(N)=O)C1	-8	-0.6	-2	.	-1	-6	-3	.
CC(C)NC(=O)N1[C@H](C#N)[C@@H](c2ccc(C#CC3CC3)cc2)[C@@H]1CO	-2	3.3	-10	-9	2	4	-2	.
Oc1ccc(C(=S)N2CCCCCC2)cc1	2	.	0	6	-4	.	3	-3
CCCN(CCC)S(=O)(=O)c1cccc(C(=O)N=c2sccn2C)c1	5	-1.9	1	1	-1	7	2	-4
C/C(=N\NC(=O)c1c[nH]c2ccccc12)c1ccc(C)s1	3	-0.7	-2	-1	0	-17	.	7
C[n+]1c2n(c3ccccc31)N=C(c1ccc(Cl)cc1)CS2	-3	.	0	.	7	.	.	8
CCC(C)[C@H](NC(=O)c1cn(CC)c2cc3c(cc2c1=O)OCO3)C(=O)NCCCn1ccnc1 (stereo not given in full)	7	1.6	0	11	-2	1	7	1
COc1ccc(-c2cnn3c4c(c(C)nc23)CCN4C(C)C)cc1OC	9	.	-2	-5	-2	.	.	-10
CSCc1ccc(C(=O)NC2CC(C)(C)Cc3c2cnn3-c2ccc(F)cc2)o1 (stereo not given)	-2	-1.1	-2	-5	1	-43	-8	2
CCOc1ccc(NC(=O)CN2CCN(S(=O)(=O)c3ccc(Cl)cc3)CC2)cc1	-1	.	1	2	.	.	.	-2
CCc1ccc(-c2cc(C(F)(F)F)n3nc(C(=O)Nc4c(C)nn(Cc5ccccc5Cl)c4C)cc3n2)s1	6	.	0	3	2	4	-5	3
COc1ccc(NC(=S)NCCSc2ccc(Cl)cc2)c(OC)c1	-7	.	19	-1	0	.	.	-2
CC1CC2(CC(C)(C(=O)CSc3n[nH]c(-c4ccccc4Cl)n3)OC2=O)C(=O)O1 (stereo not given)	1	.	0	1	14	.	.	8
O=C(CN1CCOCC1)NCC[C@H]1CC[C@H](NS(=O)(=O)c2ccc(Cl)cc2)[C@@H](CO)O1	2	2.0	-2	2	-12	18	1	.
O=C(CC12CC3CC(CC(C3)C1)C2)N1CCCC1	5	-1.2	-1	6	.	-7	5	-4
CC(C)[C@H](NC(=O)N1CCn2c1nc1ccccc12)C(=O)N[C@@H](Cc1ccccc1)C(=O)O	0	1.4	0	-3	.	-8	-3	-3
O=C(O)CCn1c(SCCOc2ccccc2F)nc2ccccc21	-5	-2.4	0	-5	3	4	5	-4
C[C@@H]1CN([C@@H](C)CO)C(=O)c2cc(NC(=O)c3ccncc3)ccc2O[C@@H](C)CCCCO[C@@H]1CN(C)S(=O)(=O)c1ccc(Cl)cc1	4	1.7	10	-2	6	-10	.	6[16.7 µM]
Cc1ccc(C)c(CN2C(=O)CSc3ccc(C(=O)NCCN4CCOCC4)cc32)c1	2	1.8	4	.	7	25	2	-2
COC(=O)CCCCCNC(=S)Nc1ccc2[nH]c(=O)[nH]c2c1	.	-1.1	.	-10	4	14	.	.
Next structures.
SMILES	PglD DTNB	F508del corr	Cneo AK release	PGC1a acetyl inh	FN deposit inh	INS-1E GSIS act	Statin myotox sup	miR-122 sensor
CC1CCCCN1CCn1cnc2c([nH]c3ccccc32)c1=O (stereo not given)	-7	2.2	-1	8	6	-5	2	-1
Cc1ccc(N2CC(C(=O)Nc3ccc(N(C)C)cc3)CC2=O)cc1C (stereo not given)	2	.	18	-2	.	.	148*	-12
C[C@@H]1CN([C@@H](C)CO)C(=O)Cc2cc(NC(=O)CCCN(C)C)ccc2O[C@H]1CN(C)CC1CCCCC1	0	0.7	-4	1	.	12	-14	-3[16.7 µM]
O=C(COC(=O)c1c(F)cccc1F)NC(=O)NCc1ccccc1	-5	-3.9	1	4	-13	9	5	0
Cc1nn(Cc2ccc([N+](=O)[O-])cc2)c(=O)n1-c1ccc(Cl)cc1	-1	-0.8	4	2	-11	9	1	-1
CCNC(=O)C[C@H]1CC[C@@H]2[C@H](COc3ccc(NC(=O)c4ccc(F)cc4)cc3C(=O)N2C)O1	0	0.3	-3	-6	2	11	6	2[16.7 µM]
Cc1c(C)n(C)c2ccc(C(=O)NCCCN3CCCCC3)cc12	-2	-0.3	-4	2	15	7	-25	-2
Cc1noc(C)c1NC(=O)NCC[C@H]1CC[C@@H](NC(=O)Nc2cccc(Cl)c2)[C@@H](CO)O1	4	0.7	4	4	14	1	0	.
Cc1noc(C)c1NC(=O)Nc1ccc2c(c1)C(=O)N([C@H](C)CO)C[C@@H](C)[C@@H](CN(C)Cc1ccncc1)OCCCC[C@@H](C)O2	-1	-0.7	-1	-4	.	0	.	13[16.7 µM]
COc1ccc(C(=O)Cn2nnc(-c3ccc(N4CCOCC4)cc3)n2)cc1OC	9	.	11	-2	5	.	7	-2
COc1ccc(S(=O)(=O)N(C)C[C@@H]2Oc3ccc(NC(=O)CCC(F)(F)F)cc3C(=O)N([C@@H](C)CO)C[C@H]2C)cc1	0	-1.9	2	-1	1	7	4	0[16.7 µM]
Cc1ccccc1CCNC(=O)C1CCC(=O)N(CCc2cccc(F)c2)C1 (stereo not given)	2	-2.6	4	-1	4	-21	-10	-6
COc1cccc(OC)c1OCC(O)CN1CCN(c2ccc(F)cc2)CC1 (stereo not given)	-1	-1.7	-1	-1	-4	-1	1	3
CC1(C)Cc2c(sc(NC(=O)c3ccc(C(=O)c4ccccc4)cc3)c2C#N)C(C)(C)N1	-3	-2.5	2	0	.	30	-15	-10
O=C(N[C@@H]1CC[C@@H](CCNS(=O)(=O)c2ccc(F)cc2)O[C@@H]1CO)c1cccc(F)c1	0	3.2	3	-6	.	1	3	.
CCN(CC)CCCNC(=O)CSc1nc(-c2ccc(F)cc2)cc(C(F)(F)F)n1	-1	2.5	6	-3	-3	4	-16	-4
Cn1cnc(S(=O)(=O)N2C[C@@H](O)COC[C@@H]3O[C@@H](CC(=O)NCc4cc(F)cc(F)c4)CC[C@H]32)c1	4	0.6	-3	-6	-1	5	0	-2[16.7 µM]
COc1ccc(-n2nnnc2C(c2cccc3ccccc23)N2CCN(C/C=C/c3ccccc3)CC2)cc1 (stereo not given)	1	-1.4	-1	-9	0	-22	-5	-4
COCC(=O)NC[C@@H]1[C@H](c2ccc(-c3ccccc3)cc2)[C@@H](CO)N1C(C)=O	0	-1.9	59	0	.	10	-7	18[16.7 µM]

An unsorted share of the library; overall some 2.1% were active at least once.
